# MEX-5 binding: C. elegans MEX-5 TCR-2 RNA binding activity; Q9XUB2; activity score (negative = inhibition of binding), % at 10 µM; actives 0.38% (n = 300,000); MEX-5/FITC-TCR2 RNA binding, fluorescence polarization; hits give low values;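 active = inhibition past about -25% in most replicates, and total fluorescence under double the plate's negative control median, limit read from the data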;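 also: 0% = DMSO and -100% = 5 µM competing unlabeled TCR2 RNA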
# Target sequence (Q9XUB2 whole entry, looked up): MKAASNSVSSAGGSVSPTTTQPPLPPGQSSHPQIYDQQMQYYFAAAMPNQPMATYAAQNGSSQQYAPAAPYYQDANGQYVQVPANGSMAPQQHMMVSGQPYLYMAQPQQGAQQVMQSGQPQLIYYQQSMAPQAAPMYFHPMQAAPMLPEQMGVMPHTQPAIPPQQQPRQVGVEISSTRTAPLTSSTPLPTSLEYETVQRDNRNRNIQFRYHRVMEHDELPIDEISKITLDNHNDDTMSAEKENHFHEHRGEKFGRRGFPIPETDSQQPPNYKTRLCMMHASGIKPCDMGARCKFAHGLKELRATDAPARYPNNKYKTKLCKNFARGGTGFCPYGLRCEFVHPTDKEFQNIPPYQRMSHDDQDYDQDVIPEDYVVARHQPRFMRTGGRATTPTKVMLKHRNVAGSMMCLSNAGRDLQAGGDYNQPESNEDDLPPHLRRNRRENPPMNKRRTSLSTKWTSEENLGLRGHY
# BCLXL inh: Bcl-xL (human) inhibition; GST-Bcl-xL / FITC-Bim BH3 peptide fluorescence polarization; inhibition, % at 10.9 µM; actives 0.7% (n = 320,000); Q07817;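 active = inhibition above the mean of all tested compounds plus 3 SD, cutoff set per campaign, cut at about 30% in these data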;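 also: 0% = DMSO wells and 100% = unlabeled Bim-BH3 peptide competitor; inhibitors lower millipolarization by displacing the labeled peptide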
# Target sequence (Q07817 whole entry, looked up): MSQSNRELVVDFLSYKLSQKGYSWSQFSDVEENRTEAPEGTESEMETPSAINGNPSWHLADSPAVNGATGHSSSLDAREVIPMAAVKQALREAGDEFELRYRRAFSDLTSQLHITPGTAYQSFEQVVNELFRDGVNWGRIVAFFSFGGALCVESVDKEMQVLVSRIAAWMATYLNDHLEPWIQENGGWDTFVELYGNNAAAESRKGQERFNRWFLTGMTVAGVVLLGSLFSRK
# ZTA counter: blocks Epstein-Barr virus ZTA, an EBNA-1 counter-screen; P03206; ZTA-DNA binding, fluorescence polarization; inhibition, % at 11 µM; actives 0.15% (n = 320,000); AID 2234; in the data active = inhibition above about 33%
# CR mimetic SO: yeast age-related superoxide inhibition as caloric restriction mimetic; superoxide response (% of plate mean), % at 10 µM; actives 0.18% (n = 330,000); S. cerevisiae aged cells, superoxide DHE fluorescence; hits give low values; AID 2690;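 active = superoxide response under a set limit, about three screen SD below normal, cut at about 65% in these data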;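 also: yeast aged for seven days with compound at 30 °C before DHE staining; 100% = average MFI of all compound-treated wells on the plate with controls excluded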
# GLD-1 TGE inh: GLD-1-TGE RNA interaction inhibition (C. elegans); actives 0.44% (n = 320,000); purified GLD-1 + fluorescein TGE RNA, fluorescence polarization; Q17339; AID 2280; inhibition, % at 5.96 µM;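 active = percent inhibition above a per-plate cutoff, the plate mean of test compounds plus 3 SD, cut at about 30% in these data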;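 also: 0% = DMSO wells with GLD-1 and probe and 100% = wells lacking GLD-1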
# Efflux pump mplx: inhibitors of Candida antifungal efflux pumps expressed in yeast. inhibition, % at 10 µM. AID 485275. S. cerevisiae Candida pump triplex, Nile Red efflux. actives 0.44% (n = 330,000);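 active = plate passing quality check with inhibition over a set limit, or well fluorescence over plate mean plus 4 SD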;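 also: Nile Red retained in pooled yeast measured as flow cytometry median fluorescence; 0% = buffer negative control and 100% = Enniatin B positive control; higher means more Nile Red kept so more efflux inhibition; some compounds called inactive have numbers as strong as hits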
# Fam108B counter: Fam108B inhibition, counter-screen for RBBP9 inhibitors; recombinant Fam108B, FP-Rh probe fluorescence polarization; actives 0.33% (n = 300,000); inhibition, % at 9.51 µM; AID 1947;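 active = inhibition above the screen mean inhibition plus 3 SD, computed separately per campaign, cut at about 18% in these data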;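 also: inhibitors lower polarization as less probe binds the enzyme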
# MCL1 BIM primary: disrupts human MCL1 binding to BIM-BH3 peptide. Q07820. GST-MCL1 / FITC-Bim-BH3 fluorescence polarization. inhibition, % at 10.9 µM. actives 0.68% (n = 320,000). AID 2057;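 active = inhibition above the mean inhibition of all tested compounds plus 3 SD, set per campaign, cut at about 40% in these data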;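 also: 0% = DMSO wells and 100% = unlabeled Bim-BH3 peptide control; higher means more loss of mP so more displacement of Bim peptide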
# Target sequence (Q07820 whole entry, looked up): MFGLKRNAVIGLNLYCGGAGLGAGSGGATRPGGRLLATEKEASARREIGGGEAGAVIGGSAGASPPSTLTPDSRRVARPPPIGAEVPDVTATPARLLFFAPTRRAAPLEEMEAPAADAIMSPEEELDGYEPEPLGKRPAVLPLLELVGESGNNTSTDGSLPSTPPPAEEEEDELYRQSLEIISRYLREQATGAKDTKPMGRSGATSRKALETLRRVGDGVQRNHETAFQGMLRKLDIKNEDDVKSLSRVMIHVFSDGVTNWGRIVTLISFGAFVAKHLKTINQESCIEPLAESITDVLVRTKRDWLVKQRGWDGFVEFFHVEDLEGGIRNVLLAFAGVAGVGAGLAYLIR
# EBNA-1 inh: blocks EBNA-1 binding to DNA. actives 0.34% (n = 300,000). inhibition, % at 14.8 µM. EBNA-1 DNA binding, fluorescence polarization; in the data active = inhibition above about 28%
# * hit, by the source's call; . = not tested or not shown.
SMILES,MEX-5 binding,BCLXL inh,ZTA counter,CR mimetic SO,GLD-1 TGE inh,Efflux pump mplx,Fam108B counter,MCL1 BIM primary,EBNA-1 inh
CC(C)[C@H](NC(N)=O)C(=O)NCCc1ccc(Cl)cc1,-1.7,-9,-12,70,-5,-0.3,-4,-5,-11
COc1ccc(-c2cnc(SCC(=O)Nc3nc(C(C)(C)C)cs3)n2Cc2ccco2)cc1,5.8,-6,-26,95,-1,0.4*,-4,-14,-9
Cc1csc(NC(=O)c2cc(-c3ccccc3)nc3ccccc23)n1,3.1,7,7,104,3,1.1,-12,5,-6
CCCCN1C(=O)C2NN=C(C(=O)OCC)C2C1=O (configuration not stated),0.4,3,3,105,-2,0.0,-1,-4,6
CSc1ccccc1NC(=O)c1cnc2n(c1=O)CCS2,2.2,-2,16,96,2,-0.1,-1,-3,1
O=C(NNC(=S)Nc1ccccc1)c1ccco1,-2.2,1,-13,81,-1,-0.1,-2,0,9
COc1ccccc1CNC(=O)C(=O)Nc1nccs1,-1.3,1,-2,88,7,-0.1,0,4,4
O=C(Nc1ccc2c(c1)OCCO2)C1CCC1,-3.9,0,9,110,3,-0.1,-2,-2,4
Cc1ccccc1OCC(=O)N/N=C1\SCC(=O)N1Cc1ccccc1,-4.9,4,-9,99,5,-0.1,0,0,-3
COc1ccc(CCN(C)C(=O)c2cc(-c3ccccc3)nc3ccc(C)cc23)cc1OC,0.2,4,6,105,-9,0.1,3,1,3
COc1ccc(OC)c2[nH]c(=O)c(CCNC(=O)C(=O)c3c(C)[nH]c4ccccc34)cc12,0.8,3,-8,89,1,0.2,4,4,0
C#CCOCCOCCOCCNc1nc(N2CCN(C(=O)[C@H](CCC(=O)O)n3cc(C(N)CC(C)C)nn3)CC2)nc(N2CCN(C(=O)[C@H](CCC(=O)O)n3cc(C(N)[C@H](C)CC)nn3)CC2)n1 (some centres not stated),-1.2,1,-11,107,5,-0.2,1,3,-5

# An excerpt from above, limited to CR mimetic SO and ZTA counter.
SMILES	CR mimetic SO	ZTA counter
Cc1ccccc1OCC(=O)N/N=C1\SCC(=O)N1Cc1ccccc1	99	-9
CCCCN1C(=O)C2NN=C(C(=O)OCC)C2C1=O (configuration not stated)	105	3
COc1ccc(CCN(C)C(=O)c2cc(-c3ccccc3)nc3ccc(C)cc23)cc1OC	105	6
O=C(Nc1ccc2c(c1)OCCO2)C1CCC1	110	9
O=C(NNC(=S)Nc1ccccc1)c1ccco1	81	-13
Cc1csc(NC(=O)c2cc(-c3ccccc3)nc3ccccc23)n1	104	7

# 2 consecutive compounds already listed, for reference:
SMILES,MEX-5 binding,BCLXL inh,ZTA counter,CR mimetic SO,GLD-1 TGE inh,Efflux pump mplx,Fam108B counter,MCL1 BIM primary,EBNA-1 inh
COc1ccc(OC)c2[nH]c(=O)c(CCNC(=O)C(=O)c3c(C)[nH]c4ccccc34)cc12,0.8,3,-8,89,1,0.2,4,4,0
C#CCOCCOCCOCCNc1nc(N2CCN(C(=O)[C@H](CCC(=O)O)n3cc(C(N)CC(C)C)nn3)CC2)nc(N2CCN(C(=O)[C@H](CCC(=O)O)n3cc(C(N)[C@H](C)CC)nn3)CC2)n1 (some centres not stated),-1.2,1,-11,107,5,-0.2,1,3,-5

# New compounds follow:
SMILES,MEX-5 binding,BCLXL inh,ZTA counter,CR mimetic SO,GLD-1 TGE inh,Efflux pump mplx,Fam108B counter,MCL1 BIM primary,EBNA-1 inh
CCN1CCN(c2cc(-c3ccccc3)nc3cc(-c4cccc(F)c4)nn23)CC1,3.4,-2,7,89,-2,1.3*,-9,4,-1
CC(C)COC(=O)OCN1C(=O)CN(CCN2CC(=O)N(COC(=O)OCC(C)C)C(=O)C2)CC1=O,.,1,10,113,10,-0.1,0,3,-6
CCc1cccc2c(C#N)cn(CCOc3ccccc3OC)c12,-0.2,5,16,95,0,0.0,-3,4,7
CCN(CC)CC(=O)Nc1nc(-c2ccc(Cl)cc2)cs1,-3.4,2,-15,87,-8,-0.1,3,3,1
CCC(C)NC(=S)N1CCN(Cc2ccc3c(c2)OCO3)CC1 (configuration not stated),0.4,6,0,110,-7,0.4,-2,13,-20
COc1ccc(-c2nc3c(c(=O)[nH]c(=O)n3Cc3ccccc3)n2Cc2ccccc2)cc1,2.6,5,1,103,2,-0.1,-1,3,1
CC(Sc1ccccc1)C(=O)Nc1ccccc1C(=O)N1CCOCC1 (configuration not stated),1.3,3,-3,95,-2,-0.1,-2,-3,8
O=C1NC(=O)c2cc(NC(=O)C3COc4ccccc4O3)ccc21 (configuration not stated),2.6,0,2,112,-6,-0.1,2,0,7
CC(C)(C)C1=Nn2c(nnc2-c2ccco2)SC1,.,0,-7,98,-2,-0.1,3,-1,5
CC/C(=C\C(=O)c1cccnc1)Nc1ccc(C)c(C)c1,1.8,-27,-15,101,6,-0.1,-5,-25,5
O=C(O)CC1S/C(=N/N=C/C2CC=CCC2)NC1=O (configuration not stated),-1.6,0,-2,97,4,0.0,-5,0,-6
CCOC(=O)N1CCC(NC(=O)C(NS(=O)(=O)c2ccc3c(c2)CCN3C(=O)CC)C(C)C)CC1 (configuration not stated),-2.0,1,9,100,4,0.1,-7,-9,-4

# Shown tab-delimited: entries from further up
compound	MEX-5 binding	BCLXL inh	ZTA counter	CR mimetic SO	GLD-1 TGE inh	Efflux pump mplx	Fam108B counter	MCL1 BIM primary	EBNA-1 inh
CC(C)(C)C1=Nn2c(nnc2-c2ccco2)SC1	.	0	-7	98	-2	-0.1	3	-1	5
CCN(CC)CC(=O)Nc1nc(-c2ccc(Cl)cc2)cs1	-3.4	2	-15	87	-8	-0.1	3	3	1

# (listing goes on)
SMILES,MEX-5 binding,BCLXL inh,ZTA counter,CR mimetic SO,GLD-1 TGE inh,Efflux pump mplx,Fam108B counter,MCL1 BIM primary,EBNA-1 inh
COc1ccc(S(=O)(=O)N2CCCCCC2)cc1C(=O)N(C)CC(=O)Nc1ccccc1Cl,0.0,2,-6,97,6,-0.1,4,-1,1
C=CCSc1nnc(NC(=O)COc2ccc3ccccc3c2)s1,1.5,-2,14,118,0,0.0,-2,-1,-6
COc1ccc(N=Nc2[nH]c3ccc(C)cc3c2O)cc1,1.8,-7,4,92,-5,0.0,3,-10,2
Cc1ccccc1CN1C(=O)[C@H]2Cc3c([nH]c4ccccc34)C(C)(C)N2C1=O,0.1,-1,-6,108,-4,-0.1,3,-1,-1
O=C(O)c1ccc(CNCc2cc(Cl)ccc2O)cc1,.,4,5,104,0,-0.2,.,3,.
COc1ccc(NC(=O)/C(C#N)=C/C=C/c2ccco2)cc1,-1.7,8,11,108,4,0.0,0,7,5
Clc1ccc(N2CCN(c3ncnc4c3oc3ccccc34)CC2)cc1,-0.8,-1,-1,105,17,0.0,-1,-1,-1
Cc1ccccc1NC(=S)/C(=C(\[O-])c1ccc(C)c([N+](=O)[O-])c1)[n+]1ccccc1,-0.8,7,-7,89,1,-0.1,1,15,-8
N#Cc1c(NC(=S)NC(=O)c2ccccc2)sc2c1CCN(CCc1ccccc1)C2,0.8,-43,2,75,-72,0.3,-2,-175,17
N#Cc1nc(-c2ccco2)oc1N1CCN(c2cccc(Cl)c2)CC1,-0.6,4,-15,104,5,0.2,0,4,-6
CC(C(=O)OCC(=O)c1ccc(Br)cc1)N1C(=O)C2C3CCC(C3)C2C1=O (configuration not stated),2.5,11,-5,103,7,0.0,3,25,-18
COc1ccccc1NC1=NC2(CCCC2)N=C(N)N1,-1.6,8,5,102,8,-0.2,2,11,-2
CCCCn1c(N)c(N(CC(C)C)C(=O)c2cc(-c3ccc(OC)c(OC)c3)nc3ccccc23)c(=O)[nH]c1=O,-0.7,-12,-5,104,5,-0.1,2,-19,4
Cn1c(SCC(=O)N2CCOCC2)nnc1-c1cccc(NC(=O)c2ccccc2F)c1,-1.1,-19,12,113,0,-0.1,3,-25,4
CCCc1cc(C(=O)NCc2cccs2)no1,2.1,2,-3,79,-4,0.0,3,-3,3
CC(=O)NS(=O)(=O)c1ccc(NC(=S)NC(=O)c2ccco2)cc1,2.3,6,-1,95,2,-0.1,5,12,13
CCOC(=O)/C(C#N)=C/c1cc(C)n(-c2ccc(Br)cc2)c1C,1.0,8,7,91,1,0.0,5,3,8
CCOc1ccc(NS(=O)(=O)c2cc(C(=O)N(CC)CC(=O)NCc3cccs3)ccc2C)cc1,3.5,5,-19,91,6,0.0,0,5,1
Cc1ccc(/C=N/n2c(COc3ccccc3)n[nH]c2=S)cc1,3.4,-9,-8,118,-4,0.4,0,-22,-7
CC(=O)Oc1ccc(C(=O)Nc2ccc(S(=O)(=O)N3CCOCC3)cc2)cc1,3.7,6,4,102,5,0.3,1,-1,-5
Cc1cnc(C(=O)Nc2ccccc2-c2ccc(C)o2)cn1,-0.1,36*,2,101,42*,0.0,2,38,-3
C#CCOCCOCCOCCNc1nc(N2CCN(C(=O)[C@H]([C@@H](C)O)n3cc(CCCCN)nn3)CC2)nc(N2CCN(C(=O)[C@H](CCCCN)n3cc(CC(C)O)nn3)CC2)n1 (some centres not stated),.,1,3,97,-1,-0.1,1,1,6
COc1cccc(-c2cccc(NC(=O)C3CCN(Cc4ccon4)CC3)c2)c1,.,2,0,104,7,-0.1,0,4,8
Cc1ccc(OCCCC(=O)Nc2ccc(S(=O)(=O)Nc3cc(C)on3)cc2)cc1,-1.2,8,12,102,10,0.2,-1,8,7
C/C(=N/NC(=O)c1ccc(Br)o1)c1ccc(C)o1,1.7,7,11,93,2,-0.1,3,10,10
COc1cc(/C=N/NC(=O)c2ccc(O)cc2)ccc1Oc1ccc([N+](=O)[O-])cn1,0.8,7,4,101,5,0.1,0,11,14
CC(C)NS(=O)(=O)c1ccc(OCC(=O)NCC2CCCO2)c(Cl)c1 (configuration not stated),-0.2,8,-5,117,-8,-0.1,15,8,15
CCOc1ccc(NS(=O)(=O)c2ccc3c(c2)N(C(C)=O)CC3)cc1,0.4,7,21,95,1,-0.1,-2,5,10
O=C(Cc1ccccc1)c1c[nH]c(C(=O)NCc2ccncc2)c1,-0.2,1,5,95,-5,0.3,0,0,0
OC(CNC1CCCc2ccccc21)COc1ccc2ccccc2c1 (configuration not stated),2.3,1,4,91,4,0.0,-4,-3,-8
O=[N+]([O-])c1cccc(S(=O)(=O)N2CCCCC2c2cccnc2)c1 (configuration not stated),1.1,-3,3,126,8,0.3,2,-2,-3
COc1ccc(-c2nnc(SCc3ccccc3F)o2)cc1OC,-0.1,1,-10,102,0,-0.1,2,-1,-4
COc1cc(/C=C/C(=O)Nc2ccc(C(C)=O)cc2)cc(OC)c1OC,-0.4,5,10,101,2,0.1,-3,7,3
COc1cccc(Nc2nc(=O)[nH]nc2C)c1,-3.2,4,-5,102,3,-0.1,0,0,-3
COc1ccc(N2CCC(CNC(=O)Nc3ccc(OC)cc3OC)C2)cc1 (configuration not stated),0.8,12,0,100,-9,0.1,-1,-2,-6
O=C(O)CCC(=O)N1N=C(c2ccco2)CC1c1cccs1 (configuration not stated),-1.1,1,-6,101,0,0.7,4,4,-13

# From PubChem
